# KB-3-1 tox = kills parental KB-3-1 adenocarcinoma cells | KB-3-1 viability, CellTiter-Glo ATP luminescence, 72 h | Potency, µM (top dose mostly 46.1 µM), inactives show at the top dose activity change, negative = cytotoxic, most hits filed as cytotoxic | actives 1.4% (n = 400,000); note: potency is the fitted concentration of half-maximal effect; % is set by controls: 0 for no effect and ±100 for the full control effect; nearly all actives have a fitted effect of over 60% in size
#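 KB-3-1 cells, DMEM (no phenol red) + 10% FBS; compound by pin transfer, 72 h, 37 °C. Readout: CellTiter-Glo luminescence after 10 min. Data normalized, curve-fitted.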
# ATXN2 expr inh = reduces ATXN2 reporter expression in HEK-293 cells | HEK-293 ATXN2-luciferase reporter, luminescence, 24 h | Potency, µM (top dose mostly 57 µM), for the others: top-dose activity change, negative = inhibition, usual class: inhibitors | actives 0.72% (n = 360,000) | AID 1745845; note: potency is the fitted concentration of half-maximal effect; % is set by controls: 0 for no effect and ±100 for the full control effect; nearly all actives have a fitted effect of over 55% in size
#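 ATXN2-luciferase reporter cells (luciferase flanked by upstream and downstream ATXN2 gene portions) were treated 24 h at 37 °C with compounds at up to 57 uM. SteadyGlo luminescence gave expression; GF-AFC fluorescence gave viability.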
# HT1080 IDH1KD tx = kills HT-1080 cells with IDH1 knockdown. HT-1080 IDH1 knockdown viability, ATP luminescence, 48 h. Potency, µM (doses to about 46.1 µM), for inactives: at the top dose activity, negative = toxicity, hits mostly cytotoxic. actives 2% (n = 360,000). AID 686971;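 note: potency is the fitted concentration of half-maximal effect; 0% = DMSO wells and -100% = cell-free medium wells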
#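 IDH1KD HT-1080 cells, 750/well, RPMI + 5% FBS; compound pinned after 2 h settling; 48 h, 37 °C; CellTiter-Glo luminescence; % activity normalised to DMSO and no-cell wells; curves fitted, classed by r2 and efficacy.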
# MCF10A rerep = induces DNA re-replication in MCF 10a normal breast cells. MCF 10A DNA re-replication, Hoechst nuclear intensity, 48 h. Potency, µM (highest dose often 46.1 µM), for inactives: at the highest dose activity, positive = re-replication, hits mostly activators. actives 2.9% (n = 350,000). AID 624296; note: potency is the fitted concentration of half-maximal effect; % of control where 0% means no effect; nearly all actives have a fitted effect of over 50% in size
# S2 tox = cell viability loss in ATXN counter-screen. S2 cells (HEK-293 line with an ATXN2-luciferase reporter) viability, CellTiter-Fluor protease fluorescence, 24 h. Potency, µM (titrated, usually from 56.7 µM), hits mostly cytotoxic. actives 0.49% (n = 400,000). AID 651635; note: potency is the fitted concentration of half-maximal effect; nearly all actives have a fitted effect of over 40% in size
# SW480 rerep = DNA re-replication induction in SW480 cells | SW480 DNA re-replication, Hoechst DNA content imaging, 48 h | Potency, µM (highest dose often 46.1 µM), inactives show at the highest dose re-replication activation, usual class: activators | actives 1.8% (n = 340,000) | AID 624297; note: potency is the fitted concentration of half-maximal effect; % of control where 0% means no effect; nearly all actives have a fitted effect of over 55% in size
#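 Compounds, transferred as 23 nL by pin tool, were incubated with cells for 48 hr; DNA content per nucleus was then quantified by Hoechst staining and fluorescence plate imaging.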
# HT1080NT lethal = kills 2HG-producing HT-1080-NT fibrosarcoma cells; HT-1080-NT fibrosarcoma viability, CellTiter-Glo ATP luminescence, 48 h; Potency, µM (top dose mostly 46.1 µM), without a hit: top-dose activity, negative = less viability, usual class: cytotoxic; actives 1.6% (n = 360,000); AID 686970;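 note: NT is the 2HG producing partner of a matched IDH1 knockdown line; potency is the fitted concentration of half-maximal effect; 0% = DMSO-treated cells and -100% = media-only wells without cells; nearly all actives have a fitted effect of over 55% in size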
#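 Toxicity toward the 2HG-producing NT line was scored as %Activity, normalised to DMSO and no-cell wells, from CellTiter-Glo luminescence after 48 hours' treatment.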
# KB-V1 MDR tox = kills drug-selected multidrug resistant KB-V1 cells; KB-V1 MDR cells viability, CellTiter-Glo, 72 h; Potency, µM (series often up to 46.1 µM), without a hit: top-dose activity change, negative = cytotoxicity, hits mostly cytotoxic; actives 3.4% (n = 400,000); AID 1347076; note: potency is the fitted concentration of half-maximal effect; % is set by controls: 0 for no effect and ±100 for the full control effect; nearly all actives have a fitted effect of over 60% in size
#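 qHTS viability screen in drug-selected KB-V1 MDR cells: 72 h compound treatment at 37 degrees C, ATP luminescence end point.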
# IL1B secr inh = blocks inflammasome-driven IL-1 beta release; activity change, % at 57.5 µM; AID 743279; THP-1 LPS/ATP IL-1B secretion, AlphaLISA, 16 h; stronger effect = lower value; actives 4.7% (n = 360,000); in the data active = activity change below about -50%; inconclusive = mostly about -30% to -49%; note: % is set by controls: 0 for no effect and ±100 for the full control effect
#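 THP-1 cells pretreated 1 hr with compounds (up to 57.5 uM final), then stimulated with LPS (250 ng/mL final) plus ATP (1.25 mM final); secreted IL-1B measured by AlphaLISA after 16 hr, decreased signal indicating inhibition.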
# * = called active by the depositor; i = inactive; u = inconclusive; x = no result given; & = joins results of further samples; [ ] = dose if it differs, or a comment. Unless noted, calls come from the whole dose curve; as a rule, active = well fitted curve in the direction sought with a large enough effect; inconclusive = small, poorly fitted or top-dose-only effect, or another doubt; inactive = no such curve, though single readings can be large; an effect the other way counts as inactive or inconclusive.
SMILES,KB-3-1 tox,ATXN2 expr inh,HT1080 IDH1KD tx,MCF10A rerep,S2 tox,SW480 rerep,HT1080NT lethal,KB-V1 MDR tox,IL1B secr inh
Cc1cc(F)ccc1S(=O)(=O)N1CCCOC1CNC(=O)C(=O)NCc1ccccn1 (centres undefined),7%,5%,0%,0%,i,-10%,0%,-5%,0
Cc1ccc(C(=O)N(c2ccccc2)C2CC(C)N(C(=O)c3ccco3)c3ccccc32)cc1 (centres undefined),u,u,u,29%,u,-1%,u,u,-23
CCOC(=O)NC(=O)C(=CNc1ccccc1C)C(=O)NC(=O)OCC,7%,-6%,21%,2%,i,-4%,19%,28%,27
CN=C1C=C/C(=N/N=c2\ccn(O)cc2C)C=C1C,-6%,19%,-21%,1%,x,-2%,-19%,-12%,6
O=C(Cn1c(=O)cnc2ccccc21)NNC(=O)c1ccc(Cl)cc1,7%,7%,4%,-5%,i,-9%,-1%,7%,21
O=C(OCC(=O)N1CCCCCC1)c1ccc(Br)c(S(=O)(=O)N2CCOCC2)c1,1%,-12%,-3%,2%,i,-12%,-1%,-25%,-2
COc1ccc(OCC(=O)N2CCc3ccccc3C2)cc1,-2%,x,2%,0%,i,1%,11%,-1%,-9
COCC(C)NC(=O)c1cc(-c2ccc(O)cc2)on1 (centres undefined),0%,8%,-4%,1%,x,-2%,-1%,-15%,-2
Cc1ccc(CN2CCN(c3ccccc3)CC2)o1,-2%,-11%,8%,0%,i,-2%,19%,-3%,24
COCCCn1c(SCC(=O)NC(C)(C)C)nnc1-c1ccccc1,-6%,4%,-1%,6%,i,-6%,-1%,u,8
CCC(C)Sc1ccc([C@@H]2[C@H]3C(=O)N(CC)C(=O)[C@H]3[C@]3(C(=O)OC)CCCN23)cc1OC (some centres undefined),-3%,-3%,0%,5%,i,0%,1%,-5%,-6
O=C1NC[C@H](Cc2ccc(O)cc2)N(CCc2cccc(F)c2)C1=O,2%,-7%,-1%,x,i,x,4%,-22%,-19
Cn1c(=O)c2[nH]c(N=NNc3ccccc3F)nc2n(C)c1=O,2%,2%,-18%,0%,i,0%,-22%,5%,12
CN1CCN(c2ccc(Cl)cc2NC(=O)/C=C/c2ccc(F)cc2)CC1,3%,-9%,16µM*,u,x,u,23µM*,-1%,-73*
CN(CC(=O)Nc1ccc(N2CCOCC2)cc1)C(=O)CC(c1ccccc1)c1ccccc1,3%,-11%,-4%,9%,i,-1%,-8%,u,-5
CCC1CCc2c(c3ccccc3[nH]c2=O)O1 (centres undefined),-16%,0%,-5%,-1%,i,-2%,1%,u,36
Fc1ccc(C2=CC(c3ccc(F)cc3)n3c(nc4ccccc43)N2)cc1 (centres undefined),u,56%[activator],x,x,i,x,x,u,x
Cc1c(OCC(=O)NCc2ccncc2)ccc2c3c(c(=O)oc12)CCCC3,0%,9%,16%,0%,i,-8%,26%,-26%,-24
CCOCCCNC(=O)c1cc2c(=O)[nH]c3ccccc3c2n1C,0%,-5%,x,x,i,x,x,0%,x
Cc1cc(C)cc(CSCC(=O)NN=C2CCCCCC2)c1,5%,17%,12%,-1%,i,0%,16%,14%,-6

# Profiles, quoted from the list. Order of screens: KB-3-1 tox | ATXN2 expr inh | HT1080 IDH1KD tx | MCF10A rerep | S2 tox | SW480 rerep | HT1080NT lethal | KB-V1 MDR tox | IL1B secr inh
# CCC1CCc2c(c3ccccc3[nH]c2=O)O1 (centres undefined) is listed with -16% | 0% | -5% | -1% | i | -2% | 1% | u | 36
# O=C1NC[C@H](Cc2ccc(O)cc2)N(CCc2cccc(F)c2)C1=O is listed with 2% | -7% | -1% | x | i | x | 4% | -22% | -19
# CCOC(=O)NC(=O)C(=CNc1ccccc1C)C(=O)NC(=O)OCC is listed with 7% | -6% | 21% | 2% | i | -4% | 19% | 28% | 27

# (listing goes on)
SMILES,KB-3-1 tox,ATXN2 expr inh,HT1080 IDH1KD tx,MCF10A rerep,S2 tox,SW480 rerep,HT1080NT lethal,KB-V1 MDR tox,IL1B secr inh
C=CCn1c(=O)c2c3c(sc2n2c(Nc4ccc(C(=O)OCC)cc4)nnc12)CCCC3,-1%,x,-5%,11%,x,13µM*,0%,-10%,14
CCOC(=O)COn1c(SCC(=O)OCC)nc2ccccc2c1=O,-1%,-1%,6%,1%,i,-5%,12%,-16%,5
CCOC(=O)C1C(=O)OC(C)(C)C1C(C)C(=O)c1ccccc1 (centres undefined),5%,1%,15%,-189%[0.0737 µM],i,-9%,3%,9%,5
Cc1nnc(NC(=O)c2ccc3c(c2)C(=O)N(CCC(C)C)C3=O)s1,u,6%,27%,-4%,u,-7%,8%,6%,-3
O=C(NCCNc1ccc([N+](=O)[O-])cc1)c1cc(F)c(F)cc1Cl,-3%,-28%,1%,0%,i,-13%,-1%,5%,-6
CSc1ccc(CN2CCC(C)(Oc3ccccc3)C2)cc1 (centres undefined),0%,-17%,-19%,x,i,x,u,2%,-9
O=C(CNC(=O)c1ccc(-c2ccccc2)cc1)OCc1c(F)cccc1Cl,-3%,-13%,8%,6%,i,3%,-8%,-5%,30
CCCCn1c(N)c(N(CCOC)C(=O)c2ccc(-c3ccccc3)cc2)c(=O)[nH]c1=O,1%,-1%,-12%,-4%,i,-3%,-11%,-1%,-9
O=C(O)c1cccc(S(=O)(=O)N2CCCC(c3nc4c(nnn4Cc4ccccc4Cl)c(=O)[nH]3)C2)c1 (centres undefined),6%,-14%,5%,-20%,i,-23%,11%,u,20
O=C(Cc1cccs1)N(c1ccc(Cl)cc1)C1C=CS(=O)(=O)C1 (centres undefined),0%,-9%,-12%,4%,i,-1%,-2%,10%,3
CCCNC(=O)c1ccccc1NC(=O)COc1ccc(OC)cc1,6%,1%,-3%,0%,i,-4%,-7%,4.6µM*,33
COc1ccc(Cn2cc(CN3CC(N4CCCC4)CS3(=O)=O)nn2)cc1 (centres undefined),-13%,5%,14%,x,i,x,-1%,17%,-5
CC(C)C(=O)Nc1nnc(SCC(=O)Nc2ccc3c(c2)OCCO3)s1,u,9%,12%,-4%,i,-13%,7%,1%,16
CCOc1ccc(CNS(=O)(=O)c2c(C)nc3scc(C)n3c2=O)cc1OC,6%,-6%,7%,6%,i,4%,13%,u,1
CCOC(=O)c1cnc(SCC(=O)OCC(=O)NC2CCS(=O)(=O)C2)nc1N (centres undefined),-1%,-3%,-3%,4%,i,3%,-3%,u,-4
CC1(c2nnc(Cc3ccccc3)o2)CC(c2ccc(OC(F)(F)F)cc2)=NO1 (centres undefined),-16%,-5%,-5%,u,i,-13%,0%,-12%,41
CCOC(=O)COc1ccc(C)cc1C(=O)c1ccn2nc(-c3ccc(C)cc3)cc2n1,2%,8%,x,x,i,x,x,5%,x
COc1ccc(C2/C(=C(/O)c3ccccc3)C(=O)C(=O)N2c2ccccn2)cc1 (centres undefined),9%,13%,9%,3%,i,-2%,u,5%,0
Cn1cnnc1SCC(=O)Nc1ccc2c(c1)CCC2,12%,14%,3%,-2%,i,-1%,0%,-2%,-9
COc1cc(/C=C2/C(=O)NN(c3ccc(F)cc3)C2=O)cc([N+](=O)[O-])c1O,-6%,-15%,u,10%,u,4%,u,1%,-5
CN(C)CCN1CCN(C2CN(Cc3cn(Cc4ccc(Cl)cc4)nn3)S(=O)(=O)C2)CC1 (centres undefined),2%,6%,20%,x,i,x,12%,-2%,0
COc1ccc(OC)c(NC(=O)C2CCCN(S(=O)(=O)c3c(C)nn(C)c3C)C2)c1 (centres undefined),16%&5%,1%&8%,7%,-7%,i,3%,2%,-2%&0%,-11
CCC1(c2ccccc2)NC(=S)N(c2cccc(C)c2C)N1 (centres undefined),13%,-1%,5%,13%,i,-8%,2%,1%,27
CCc1ccc(NCCC(=O)c2ccc(Br)cc2)cc1,-5%,0%,-4%,11%,i,11%,0%[9.24 µM],25%,-22

# By substructure, the entries above with an NH in an aromatic ring.
SMILES,KB-3-1 tox,ATXN2 expr inh,HT1080 IDH1KD tx,MCF10A rerep,S2 tox,SW480 rerep,HT1080NT lethal,KB-V1 MDR tox,IL1B secr inh
Cn1c(=O)c2[nH]c(N=NNc3ccccc3F)nc2n(C)c1=O,2%,2%,-18%,0%,i,0%,-22%,5%,12
CCC1CCc2c(c3ccccc3[nH]c2=O)O1 (centres undefined),-16%,0%,-5%,-1%,i,-2%,1%,u,36
CCOCCCNC(=O)c1cc2c(=O)[nH]c3ccccc3c2n1C,0%,-5%,x,x,i,x,x,0%,x
CCCCn1c(N)c(N(CCOC)C(=O)c2ccc(-c3ccccc3)cc2)c(=O)[nH]c1=O,1%,-1%,-12%,-4%,i,-3%,-11%,-1%,-9
O=C(O)c1cccc(S(=O)(=O)N2CCCC(c3nc4c(nnn4Cc4ccccc4Cl)c(=O)[nH]3)C2)c1 (centres undefined),6%,-14%,5%,-20%,i,-23%,11%,u,20
